Assay outcomes from PubChem.
TbREL1 inh – TbREL1 inhibition, primary screen; inhibition, % at 9.66 µM; TbREL1 RNA ligation, FRET fluorescence; 89,000 tested, 0.49% active; P86926;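 active = inhibition above the mean inhibition across all screened compounds plus 3 SD, cut at about 11% in these data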;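 also: 0% = plate median of test wells and 100% = NSC42067 control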
Target sequence (P86926 whole entry, looked up): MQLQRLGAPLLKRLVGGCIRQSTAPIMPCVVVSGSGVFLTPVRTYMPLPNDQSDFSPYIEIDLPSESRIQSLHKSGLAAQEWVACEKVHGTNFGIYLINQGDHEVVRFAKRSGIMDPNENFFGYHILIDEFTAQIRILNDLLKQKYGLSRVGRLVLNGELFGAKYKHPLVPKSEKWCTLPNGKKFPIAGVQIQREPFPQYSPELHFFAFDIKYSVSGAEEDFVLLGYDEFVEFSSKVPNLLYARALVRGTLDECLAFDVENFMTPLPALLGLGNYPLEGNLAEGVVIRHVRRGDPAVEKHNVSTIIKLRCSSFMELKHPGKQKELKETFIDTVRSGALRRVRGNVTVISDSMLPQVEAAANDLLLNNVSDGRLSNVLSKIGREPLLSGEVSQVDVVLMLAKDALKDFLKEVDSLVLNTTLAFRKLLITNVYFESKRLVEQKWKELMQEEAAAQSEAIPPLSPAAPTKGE
An asterisk follows results filed as active.

SMILES	TbREL1 inh
CN(CC(=O)Nc1cccc(F)c1)C(=O)c1ccc(N2CCCCC2)c([N+](=O)[O-])c1	-2.6
CCN(C(=O)COC(=O)C1=COCCO1)c1ccccc1	0.3
Cc1ccc(C2=NNC(=O)C(c3c[nH]c4ccccc34)C2)cc1 (stereo unspecified)	0.1
Cc1ccc(-c2nc(COC(=O)c3c(C)noc3C)cs2)cc1	0.7
S=c1[nH]nc(C2CCCCC2)n1/N=C/c1ccc(Br)s1	-3.4
Cc1ccc(S(=O)(=O)Nc2ccnc3ccccc23)cc1	-0.4
O=C(NCc1ccco1)C1(c2ccc(Br)cc2)CCCC1	2.7
CCn1c(/C=C2\C(=O)N(C)c3ccccc32)nc2ccccc2c1=O	5.5
CC(C)CCC1(C)NC(=O)N(CC(=O)c2ccc[nH]2)C1=O (stereo unspecified)	2.0
O=C1CC(N2CCC(O)(c3ccc(Cl)cc3)CC2)C(=O)N1Cc1ccc(N2CCCC2=O)cc1 (stereo unspecified)	-2.0
O=C(CCn1nnc2ccccc21)Nc1nnc(-c2ccccc2F)s1	-0.4
CCCOc1ccc(Br)cc1/C=N/O	3.2
Cc1cc(C(F)(F)F)c2c(C)nn(CCc3nn[nH]n3)c2n1	0.1
C=CCn1c(-c2cc(OC)cc(OC)c2)n[nH]c1=S	-5.1
Cc1ccc(NC(=O)C2(c3ccccc3)CCCC2)nc1	-0.9
COC(=O)[C@]12CCCCC=C1N(Cc1ccc(Cl)cc1Cl)C(=O)[C@H](CC(=O)NCc1ccc(OC)c(OC)c1)C2	0.8
CCOC(=O)N1CCC(NC(=O)CN2C(=O)CSc3ncccc32)CC1	0.2
CCOC(=O)C1=C(CN2CC(C)CC(C)C2)NC(=O)NC1c1ccc2c(c1)OCO2 (stereo unspecified)	-0.9
Cc1ccc2nc(-c3cccc(NS(C)(=O)=O)c3)cc(-c3ccccc3)c2c1	-2.6
Oc1cc(NCc2ccc(F)cc2)cc2cccnc12	7.6
Cc1ccc(NC(=O)C2CCCN(S(=O)(=O)c3cccc4nonc34)C2)cc1 (stereo unspecified)	4.3
COc1ccc(CCCC(=O)O)c(C)c1	2.4
COc1ccc(N2CC(C(=O)Nc3nc4ccc(F)cc4s3)CC2=O)c(OC)c1 (stereo unspecified)	5.3
Cn1ncc(C(N)=O)c1NC(=S)NC(=O)c1ccc(Br)o1	0.6
COc1ccccc1-c1cnc2c(c1)C(=O)N([C@@H](C)CO)C[C@H](C)[C@H](CN(C)C)O2	-1.1
CCOC(=O)C1CSCCS(=O)(=O)N1Cc1ccc(Cl)cc1 (stereo unspecified)	-2.4
Cc1ccccc1C(=O)NC1CCCCN(Cc2ccc(Cl)cc2)C1=O (stereo unspecified)	1.3
COCCCn1c2nc3ccccc3nc2c2c(=O)n(CC3CCCO3)cnc21 (stereo unspecified)	-0.5
Cc1cc(C)c2c(-n3cccc3)c(C(=O)O)sc2n1	0.7
COC(=O)[C@@H]1N=C(c2ccc(OC)cc2)O[C@]12C(=O)N(Cc1cn(Cc3ccccc3)nn1)c1cccc(Cl)c12	3.1
Cc1cc(=O)oc2cc(NC(=O)c3cc(F)ccc3F)ccc12	8.4
Cc1cc(NC(=O)c2cc(C(C)C)on2)no1	1.2
COc1ccc(-c2ccccc2NC(=O)C2CCCN(Cc3ccco3)C2)cc1 (stereo unspecified)	-1.6
COc1cc(O)c(C(CCN2CCCC(C)C2)c2cc(OC)c(OC)c(OC)c2)c(OC)c1 (stereo unspecified)	2.1
COC(=O)c1ccc(COc2ccc(/C=N/O)cc2)o1	-1.0
CC[C@@H]1CC=C[C@H]2[C@H]1C(=O)N(Cc1ccccc1)[C@H]2c1ccc(OC)c(Cl)c1	-2.5
COC(=O)C1=C(C)NC(=S)NC1c1cccc(OC)c1 (stereo unspecified)	-2.5
CCOc1cc(/C=C2\SC(=S)N(C(C(=O)O)c3ccccc3)C2=O)ccc1O (stereo unspecified)	-0.2
CCN(CC)CCN(C(=O)c1ccc(Br)s1)c1nc2cc3c(cc2s1)OCO3	6.1
COc1ccc(-n2c(SCC(=O)c3ccc4ccccc4c3)nnc2-c2ccccc2)cc1	-2.2
O=C(c1ccc(Cl)cc1)N1CCC(O)(CSc2ccc(Cl)cc2Cl)CC1	4.8
CC(C)CC1OC(C)CC2=C1C(=O)OC(C)(C)O2 (stereo unspecified)	-1.2
CC(NC(=S)Nc1ccc(OC(F)F)c(Cl)c1)C(C)(C)C (stereo unspecified)	-3.9
CCCn1c(SCC(=O)c2ccc3c(c2)OCCO3)n[nH]c1=O	-1.9
C/C(=N\NC(=O)c1cccc(S(=O)(=O)N2CCOCC2)c1)c1ccco1	1.3
O=C(Nc1ccc(F)c(Cl)c1)c1ccccc1	0.1
Cc1c(NS(=O)(=O)c2cccc(C(=O)OCC(=O)N(C)C3CCCCC3)c2)c(=O)n(-c2ccccc2)n1C	1.2
CNC(=O)C(=O)NCCCN1CCOCC1	-1.8
Oc1cccc2ccc(/C=C/c3ccc(Br)s3)nc12	-0.5
Cc1csc(SCC(=O)c2cc(C)n(Cc3cccs3)c2C)n1	-0.1
Cc1ccc(NC2=C(Cl)C(=O)N(C3CCCCC3)C2=O)cc1	4.9
C=CCN=C1SC(CC)C(=O)N1S(=O)(=O)c1ccc(C)cc1 (stereo unspecified)	-3.0
Cc1cccc(NC(=O)c2ccc3ccccc3n2)n1	-0.8
COc1cccc(NC(=O)Nc2nc3ncccn3c2-c2ccc(C(F)(F)F)cc2)c1	-4.8
COc1ccc(Nc2nc(NCc3ccco3)nc(N/N=C/c3ccccc3Cl)n2)cc1	3.1
CCOc1ccc(NS(=O)(=O)c2cnc(Cl)c(Cl)c2)cc1	-1.3
CCCN(CCC)Cc1c(C(=O)N/N=C/c2ccoc2)nnn1-c1nonc1N	-0.4
C=CCc1ccccc1OCC(=O)O	1.8
Cc1ccc(S(=O)(=O)N2CCC(=O)N(CCOCc3ccc(Cl)cc3)CC2)cc1	-0.2
O=C(N/N=C/c1ccc(Br)s1)Nc1ccccc1	3.9

Structural class: those above with an NH in an aromatic ring
SMILES	TbREL1 inh
Cc1ccc(C2=NNC(=O)C(c3c[nH]c4ccccc34)C2)cc1 (stereo unspecified)	0.1
S=c1[nH]nc(C2CCCCC2)n1/N=C/c1ccc(Br)s1	-3.4
CC(C)CCC1(C)NC(=O)N(CC(=O)c2ccc[nH]2)C1=O (stereo unspecified)	2.0
Cc1cc(C(F)(F)F)c2c(C)nn(CCc3nn[nH]n3)c2n1	0.1
C=CCn1c(-c2cc(OC)cc(OC)c2)n[nH]c1=S	-5.1
CCCn1c(SCC(=O)c2ccc3c(c2)OCCO3)n[nH]c1=O	-1.9

Later entries:
SMILES	TbREL1 inh
COc1cc(OC)cc(C(=O)NC2CC3CCC(C2)N3Cc2ccco2)c1 (stereo unspecified)	-3.9
Cc1ccc(-c2csc(SCC(=O)c3c(N)n(C4CC4)c(=O)[nH]c3=O)n2)cc1	0.0
COC(=O)C1=C(C)N(Cc2ccc(C(F)(F)F)cc2)C(=NCc2ccccc2C(F)(F)F)NC1c1ccccc1C(F)(F)F (stereo unspecified)	17.0*
CCCCN1CCS(=O)(=O)N(Cc2cn(Cc3ccccc3Br)nn2)C(C(=O)OC)C1 (stereo unspecified)	-1.3
COc1ccc(NC(=O)CC(C(=O)O)N2CCCCC2)cc1 (stereo unspecified)	8.2
O=C(O)CCc1ccc(-c2ccccc2)n1NC(=O)c1cccs1	-2.2
Cc1nnc(NC(=O)C2CCN(S(=O)(=O)c3ccc(F)c(Cl)c3)CC2)o1	7.2
CCCCn1nnc(NC(=O)c2ccco2)n1	4.8
CCNc1nc(NCC)nc(OCCOC(=O)c2ccccc2)n1	2.6
CCOC(=O)C1=C(CN2CCN(C(=O)c3ccco3)CC2)NC(=O)NC1c1ccc(Cl)cc1 (stereo unspecified)	3.9
Cc1ccc(S(=O)(=O)N2CCCC(C(=O)Nc3c(C)n(C)n(-c4ccccc4)c3=O)C2)cc1C (stereo unspecified)	-0.4
CC1Cc2cc(/C(O)=C3/C(=O)C(=O)N(CCCn4ccnc4)C3c3cccc([N+](=O)[O-])c3)ccc2O1 (stereo unspecified)	-4.3
CC(=O)Nc1cnn(Cc2ccc(Br)cc2)c1	-0.7
COc1ccc(/C=C/C(=O)O)cc1COc1cccc(C)c1	-0.9
Cc1cc(C)c(C(N)=O)c(SCC(=O)c2cc(C)n(-c3cc(C)on3)c2C)n1	4.7
Nc1cc(C(=O)c2ccccc2)ccc1[N+](=O)[O-]	0.1
CCS(=O)(=O)Nc1ccc(C2=NN(C(=O)c3ccco3)C(c3cccs3)C2)cc1 (stereo unspecified)	6.5
COc1ccc(/C=C/C(=O)OCC(=O)NCc2cccs2)cc1OC	0.6
Fc1ccc(OCc2nn3cnnc3s2)cc1	-0.7
COc1ccc(OCc2cc(C(=O)NC(C)Cc3cccnc3)no2)c(Cl)c1 (stereo unspecified)	0.8
CCc1cc2c(=O)c(-c3nc4ccccc4[nH]3)coc2cc1OC(=O)N1CCOCC1	-0.6
Cc1nn(-c2ccc(Cl)cc2)c2[nH]c(CCl)cc(=O)c12	-0.9
COc1ccc(-c2ccc(CN3C(C(C)C)C(=O)N(Cc4cn(Cc5ccco5)nn4)CCS3(=O)=O)cc2)cc1OC (stereo unspecified)	3.0
O=C(COC(=O)c1cncc(Br)c1)Nc1ccc(N2CCCCC2)cc1	-6.0
Cc1ccc(-c2csc(=S)n2CC(=O)OCC(=O)NCc2ccco2)cc1	-4.6
CC(=O)Cc1nsc(NC(=O)c2cn(-c3ccccc3)nc2-c2ccc(Br)cc2)n1	8.9
Cc1cccc(NC(=O)CSc2nnc(CSc3nc(C)cc(C)n3)n2Cc2ccco2)c1	-2.9
CCn1c2ccccc2c2cc(NC(=O)C(C)OC(=O)c3ccc(NC(=O)CC#N)cc3)ccc21 (stereo unspecified)	2.3
COC(=O)c1c(NC(=O)CSc2nnc3ccccn23)sc2c1CCC2	-3.0
O=C(COC(=O)Cc1cccc(C(F)(F)F)c1)Nc1ccc2[nH]c(=O)[nH]c2c1	-0.1
COc1ccc(CCNc2ncnc3[nH]ncc23)cc1OC	0.1
CCOC(=O)C(CCC#N)(CCC#N)C(=O)OCC	2.2
O=C(c1cccc(Br)c1)N1CCCC1	2.8
CC(C)C(=O)Nc1cccc(COc2ccc(CN(CCc3ccccc3)C(=O)OC(C)(C)C)cc2)c1	5.8
COc1ccc(OC)c(C2NC(=O)NC(C)=C2C(=O)Nc2ccc(C)cc2)c1 (stereo unspecified)	1.1
COCc1cc(=O)n2[nH]c(N)nc2n1	5.1
CSCCC(NC(=O)c1ccc(Cl)cc1)C(=O)OCC(C)=O (stereo unspecified)	-2.5
CC(C)C1Cc2[nH]c(=S)[nH]c(=O)c2C(c2ccc(Cl)cc2)O1 (stereo unspecified)	2.9
Cc1noc(C)c1S(=O)(=O)N1CCCC(C(=O)NCCc2ccccc2)C1 (stereo unspecified)	-1.3
COc1ccc(-n2nc([N+](=O)[O-])c(=NCCCN3CCCC3=O)n2O)cc1	-1.2
Cc1nc2ccc(S(=O)(=O)NCC(=O)N(C)Cc3ccc(F)cc3)cc2s1	-0.4
COCCn1cnnc1SCC(=O)Nc1ccc(N2CCCCC2)cc1	-6.3
O=C(NCC(=O)N(CCN1CCOCC1)C(C(=O)NC1CCCC1)c1cccs1)c1ccco1 (stereo unspecified)	-1.9
C=CCN(C(C)=O)C1CC(=O)N(c2ccc(OCCC)cc2)C1=O (stereo unspecified)	-1.9
O=C(NCc1cccs1)c1ccc(N2CCCCC2)nc1	0.0
COc1ccc(CNC(=O)c2ccc[nH]2)cc1	2.9
COc1ccc(N2CC(C(=O)N3CCOCC3)CC2=O)cc1 (stereo unspecified)	1.1
O=C(C1CCCCC1)N1C[C@H](O)[C@@H](n2cc(C3CC3)nn2)C[C@@H]1c1ccccc1	1.2
C(=N\NC1=Nc2cccc3cccc1c23)/c1cccnc1	-1.4
COc1ccc(S(=O)(=O)Nc2ccc3c(c2)C(=O)N([C@H](C)CO)C[C@H](C)[C@@H](CN(C)S(=O)(=O)c2cn(C)cn2)OCCCC[C@H](C)O3)cc1	-3.6
Cc1ccc(Nc2ccc(C(=O)N3CCCC3)cn2)c(C)c1	-1.5
CC1=N/C(=C\c2ccc3c(c2)OCO3)C(=O)N1c1ccc(C(=O)O)cc1	-0.5
COc1ccc(N2C(=O)[C@@H]3[C@H](C2=O)[C@H]2C=CC=NN2[C@@H]3C(=O)Nc2ccc(Cl)cc2)cc1	-4.6
Cc1cc2c(NC(=O)Nc3ccc(C(F)(F)F)cc3)cccc2nn1	1.3
C[C@H]1[C@@H](NC(=O)c2ccc(C(C)(C)C)cc2)CC[C@@]23CCCN2C(=O)CCC[C@@H]13	6.4
Cc1cccc(/C(N)=N/OC(=O)c2cccc3ccccc23)c1	1.2
Fc1ccccc1NC(=S)N1CCN(Cc2ccc3c(c2)OCO3)CC1	-2.1
Cc1ccc(P(=O)(CO)c2ccc(C)cc2)cc1	0.1
CCC(C(=O)Nc1nccs1)(C(F)(F)F)C(F)(F)F	0.9
O=C(C1CC1)n1ccc2ccc(-c3ccc4ccn(Cc5ccccc5)c4c3)cc21	6.5

Part of the list above, reformatted.
TbREL1 inh	Compound
2.9	COc1ccc(CNC(=O)c2ccc[nH]2)cc1
0.8	COc1ccc(OCc2cc(C(=O)NC(C)Cc3cccnc3)no2)c(Cl)c1 (stereo unspecified)
4.8	CCCCn1nnc(NC(=O)c2ccco2)n1
0.9	CCC(C(=O)Nc1nccs1)(C(F)(F)F)C(F)(F)F

Further structures
SMILES	TbREL1 inh
CC1CCC2(CC1)NC(=O)N(CC(=O)Nc1ccc3c(c1)OCO3)C2=O (stereo unspecified)	-0.4
O=C1OCc2cccc([N+](=O)[O-])c21	-1.0
COC(=O)c1sccc1S(=O)(=O)Nc1ccc(C)cc1	-0.8
CC(C)C[C@H]1CN=C(Nc2ccccc2)N1CC1CCCCC1	4.5
O=C1Nc2c(c(=O)[nH]c(=O)n2-c2ccccc2F)C(C(F)(F)F)(C(F)(F)F)N1	2.8
Cn1c(N)c(C(=O)COC(=O)COc2ccc(Cl)cc2Cl)c(=O)n(C)c1=O	0.3

This is a subset; the hit share may differ from the screen's.
